Screening data: PubChem, Sanford-Burnham Center for Chemical Genomics
HKDC1 inhibitor: HKDC1 (human) hexokinase inhibition; Q2TB90; recombinant HKDC1, G6PDH/diaphorase resazurin coupled fluorescence; inhibition, % at 20 µM; actives 0.16% (n = 340,000); AID 493160;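 active means inhibition above about 35% when tested at 20 µM, limit read from the data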;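 further: plate controls were DMSO wells with enzyme for no effect and DMSO wells lacking enzyme for full effect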
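System: Recombinant HKDC1 hexokinase | Amount: HKDC1 at 5 µg/mL | Reagent: Glucose with 1 mM ATP | Doses: Single 20 µM dose | Incubation: Reaction time 90 min, room temperature, protected from light | Signal: Coupled resazurin fluorescence, excitation 525 nm, emission 613 nm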
SENP7 inh: inhibitors of human SENP7 protease | AID 434973 | Q9BQF6 | inhibition, % at 5 µM | actives 1.5% (n = 330,000) | recombinant SENP7, Z-RLRGG-aminoluciferin luminescence, 40 min;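 active means inhibition above about 50% at the single test dose, limit read from the data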;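 further: plate controls were DMSO with enzyme for no effect and no enzyme buffer wells for full effect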
Target sequence (Q9BQF6 706-1050 limits assumed): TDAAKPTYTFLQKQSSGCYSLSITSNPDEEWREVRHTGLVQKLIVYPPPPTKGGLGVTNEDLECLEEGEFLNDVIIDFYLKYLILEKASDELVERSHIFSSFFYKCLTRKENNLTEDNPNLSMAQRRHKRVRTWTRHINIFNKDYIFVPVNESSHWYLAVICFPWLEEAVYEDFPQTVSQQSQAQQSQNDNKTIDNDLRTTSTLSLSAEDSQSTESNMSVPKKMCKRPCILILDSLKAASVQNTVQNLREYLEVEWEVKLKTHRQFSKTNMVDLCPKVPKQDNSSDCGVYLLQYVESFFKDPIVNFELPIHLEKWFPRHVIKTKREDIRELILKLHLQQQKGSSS
SENP6 inh: blocks the human protease SENP6; Recombinant SENP6 catalytic domain, aminoluciferin luminescence; AID 2599; inhibition, % at 10 µM; actives 1.8% (n = 330,000); Q9GZR1;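 active means inhibition above about 50% at the single tested dose, limit read from the data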;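 further: plate controls were DMSO wells with enzyme for no effect and DMSO wells lacking enzyme for full effect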
NR3A LBD binder: NR3A (human) ligand-binding domain modulation; Tm shift relative to glycine control, % at 25 µM; actives 2.5% (n = 340,000); NR3A LBD differential scanning fluorimetry, Tm shift; 0% = protein alone, 100% = glycine-bound protein;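 active means melting temperature shift of at least 10% of the positive control shift, at one fixed dose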
SENP8 block: blocks human SENP8 cleavage of Nedd8 substrate | Q96LD8 | recombinant SENP8, Nedd8 substrate fluorescence | inhibition, % at 20 µM | actives 0.64% (n = 360,000); in the data active means inhibition mostly above about 40%, no sharp cut-off; inactive means mostly below about 27%
Target sequence (Q96LD8 whole entry, looked up): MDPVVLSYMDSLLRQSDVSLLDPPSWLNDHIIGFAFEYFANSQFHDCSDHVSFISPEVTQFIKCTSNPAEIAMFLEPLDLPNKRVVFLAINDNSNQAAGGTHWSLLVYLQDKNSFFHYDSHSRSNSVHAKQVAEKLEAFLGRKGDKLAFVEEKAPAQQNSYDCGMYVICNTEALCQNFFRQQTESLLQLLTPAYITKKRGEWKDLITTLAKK
MPTP block: inhibitors of mitochondrial permeability transition pore; isolated mouse mitochondria, Ca2+ swelling absorbance, 30 min; inhibition, % at 10 µM; actives 1.4% (n = 360,000);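 active means inhibition of 50% or more, scaled per plate between neutral and stimulator controls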;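 further: 0% = DMSO wells given calcium and 100% = 1 mM EGTA wells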
PfGluPho inh: PfG6PD (Plasmodium falciparum) enzyme inhibition | PfGluPho enzyme, NADPH resazurin-diaphorase fluorescence | inhibition, % at 20 µM | actives 0.78% (n = 350,000) | AID 504690;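 active means inhibition reaching at least a set limit at 20 µM in the primary screen, cut at about 59% in these data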;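 further: 0% = DMSO wells with substrate and 100% = DMSO wells lacking glucose-6-phosphate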
ATG4B inh: ATG4B (human) cysteine protease inhibition | Q9Y4P1 | ATG4B cleavage of LC3-PLA2, NBD-HPC fluorescence, 1 h | inhibition, % at 8.33 µM | actives 0.51% (n = 340,000); in the data active means inhibition above about 40%
Target sequence (Q9Y4P1 whole entry, looked up): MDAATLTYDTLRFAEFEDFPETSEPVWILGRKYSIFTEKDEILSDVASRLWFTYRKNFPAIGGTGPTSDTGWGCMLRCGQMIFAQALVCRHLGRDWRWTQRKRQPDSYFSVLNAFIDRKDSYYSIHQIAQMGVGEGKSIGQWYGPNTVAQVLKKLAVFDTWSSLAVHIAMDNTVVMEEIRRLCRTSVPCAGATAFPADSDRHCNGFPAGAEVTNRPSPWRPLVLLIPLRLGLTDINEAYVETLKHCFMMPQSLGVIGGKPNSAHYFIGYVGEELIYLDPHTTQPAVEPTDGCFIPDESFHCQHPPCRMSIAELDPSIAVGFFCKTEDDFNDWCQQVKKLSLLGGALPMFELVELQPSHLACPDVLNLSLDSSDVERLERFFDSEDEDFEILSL
The depositor's hits bear a star; · = no result given.

SMILES | HKDC1 inhibitor | SENP7 inh | SENP6 inh | NR3A LBD binder | SENP8 block | MPTP block | PfGluPho inh | ATG4B inh
Cc1ccccc1OCC(=O)NC(=S)Nc1cccc2cc(O)ccc12 | 2 | -9 | -18 | 19* | 0 | 2.9 | 30 | 38
O=C(COC(=O)/C=C/c1ccc(Cl)cc1)NCCN1C(=O)CSC1=O | 4 | 4 | -14 | 0 | 19 | 1.0 | 0 | -3
CCOC(=O)c1c(C(F)(F)F)nc2ncccn12 | -1 | 7 | -10 | 4 | -51 | 0.3 | 4 | -13
O=C(NCCCNC(=O)C(F)(F)C(F)F)C(F)(F)C(F)F | -2 | 1 | -15 | 0 | 11 | -1.0 | 0 | -8
COc1cc(C(C)=O)ccc1OC(=O)c1cc2cccc(OC)c2oc1=O | 6 | 2 | -4 | -2 | -5 | 0.5 | 31 | -5
COC(=O)c1sc2ccccc2c1-n1cccc1C(=O)C(=O)Nc1ccc(C)cc1 | 1 | 0 | 4 | -1 | 19 | 2.6 | 17 | 6
COc1cccc(NC(=O)CSc2ncnc3c2oc2ccccc23)c1 | -2 | -5 | -16 | -11 | 9 | 0.1 | -11 | 11
CCC(C)C(NC(=O)[C@@H](NC(=O)c1ccccc1F)C(C)C)C(=O)OC (stereo partly specified) | -13 | -2 | -17 | -1 | 7 | -0.9 | -4 | -8
CCC(NC(=O)C1CCC1)c1ccc(C)cc1 (stereo unspecified) | -3 | -2 | -3 | -3 | 16 | -0.9 | 4 | 1
O=C(c1ccc(CSc2nc3ccncc3[nH]2)cc1)N1CCCCC1 | -7 | -6 | 14 | 0 | 11 | 0.6 | 10 | -12
COc1ccc(-c2ccc(OC)c([C@H]3[C@H]4C=CC[C@@H](C)[C@@H]4C(=O)N3Cc3ccccc3)c2)cc1 | 1 | -5 | -10 | 0 | -17 | -0.7 | 12 | -2
COc1ccc(C(C)NC(=O)Nc2ccc(C(C)=O)cc2)cc1OC (stereo unspecified) | 3 | 9 | -11 | 6 | -4 | 2.6 | 1 | 2
COc1ccc(C(=O)NCC(C)CN(C)C)cc1 (stereo unspecified) | 2 | 0 | -4 | 0 | 24 | -3.1 | -3 | 0
O=C(C1CCCN(S(=O)(=O)c2ccc(Cl)cc2)C1)N1CCCC1 (stereo unspecified) | 0 | 0 | -23 | -1 | 2 | 0.3 | 6 | -3
CC12CCC(=O)N1C(C(=O)NNC(=O)COc1cccc(C(F)(F)F)c1)CS2 (stereo unspecified) | -7 | -1 | 5 | 0 | 10 | -1.2 | 0 | -7
COc1cc(CCC(=O)OCC(=O)Nc2ccccc2C#N)cc(OC)c1OC | 5 | 1 | -5 | 1 | -14 | 0.3 | -15 | -10
CCN1CCN(CCNC(=O)c2ccc(/C=C3/Sc4ccccc4N(Cc4cccc(C)c4)C3=O)cc2)CC1 | -6 | 2 | -7 | 0 | -113 | -2.1 | -14 | 0
Cn1nc(C(=O)NCc2cccs2)c2ccccc2c1=O | 4 | 0 | 7 | -2 | 22 | 0.9 | -2 | -10
Cc1ccc(-c2cc(C(=O)O)c3sc(N4CCCCC4)nc3n2)cc1 | -3 | 10 | 8 | 0 | -409 | 0.2 | -3 | 40*
CC(=O)NC(Cc1cccc(F)c1)C(=O)NC1CCN(C(=O)Nc2ccccc2)CC1 (stereo unspecified) | 1 | 3 | -6 | 0 | -7 | -1.4 | -8 | -5

4 of the entries above in order of their number in SENP6 inh, lowest first.
SMILES | HKDC1 inhibitor | SENP7 inh | SENP6 inh | NR3A LBD binder | MPTP block | PfGluPho inh | ATG4B inh
O=C(C1CCCN(S(=O)(=O)c2ccc(Cl)cc2)C1)N1CCCC1 (stereo unspecified) | 0 | 0 | -23 | -1 | 0.3 | 6 | -3
COc1cc(C(C)=O)ccc1OC(=O)c1cc2cccc(OC)c2oc1=O | 6 | 2 | -4 | -2 | 0.5 | 31 | -5
CCC(NC(=O)C1CCC1)c1ccc(C)cc1 (stereo unspecified) | -3 | -2 | -3 | -3 | -0.9 | 4 | 1
O=C(c1ccc(CSc2nc3ccncc3[nH]2)cc1)N1CCCCC1 | -7 | -6 | 14 | 0 | 0.6 | 10 | -12

(more compounds)
SMILES | HKDC1 inhibitor | SENP7 inh | SENP6 inh | NR3A LBD binder | SENP8 block | MPTP block | PfGluPho inh | ATG4B inh
CCOc1ccc(N=C2NC(=O)CS2)cc1 | -7 | -1 | -10 | -2 | 9 | -0.1 | 0 | -3
CC(NC(=O)COc1ccccc1)C(=O)NCc1ccccc1Cl (stereo unspecified) | 1 | -1 | 2 | 4 | 3 | 2.2 | 5 | -4
FC(F)(F)c1cccc(Nc2nc(N3CCOCC3)nc(N3CCOCC3)n2)c1 | 8 | -6 | 1 | -8 | 11 | 0.5 | 12 | 9
COc1ccc(CCNC(=O)C2CC(c3ccccc3[N+](=O)[O-])=NO2)cc1 (stereo unspecified) | -3 | 7 | -3 | 1 | 5 | 0.4 | 11 | -9
COC(=O)C1=C(C)NC(C)=C(C(=O)OC)C1c1ccccc1OCc1c(C)no[n+]1[O-] | 12 | -11 | -17 | 1 | -177 | 0.2 | -23 | -12
COc1ccc(-c2ccc(CCC(=O)O)n2NC(=O)c2ccc(O)cc2)cc1 | 10 | -3 | -3 | -4 | -26 | 0.0 | -8 | -2
C[C@H]1CN(Cc2ccccc2)C(=O)[C@@H]1CC(=O)NCc1ccccc1 | -4 | 2 | -11 | -4 | 14 | -0.2 | 11 | 1
Cc1ccn2cc(CNS(=O)(=O)c3ccc4ccccc4c3)nc2c1 | 2 | -8 | 8 | -2 | -4 | -1.1 | 7 | 3
CCc1nnc(NS(=O)(=O)c2ccc(NC(=O)C(c3ccccc3)c3ccccc3)cc2)s1 | 0 | -1 | 4 | -5 | 12 | 9.6 | -24 | 2
CCOC(=O)C1=C(C)N(C[C@@H]2CC[C@@H](Cc3ccc(-c4ccccc4)cc3)O2)C(=O)NC1c1ccc(C(F)(F)F)cc1 (stereo partly specified) | -2 | 12 | · | 1 | 4 | 0.0 | 21 | -4
Cc1ccc(N2CCN(C(=O)NC3CCCCC3)CC2)c(C)c1 | 9 | 11 | 4 | 0 | 10 | 1.3 | -5 | 3
CC(C)(C)Cc1nnc(NC(=O)c2ccc3c(c2)OCO3)s1 | -3 | -15 | -7 | -1 | 1 | 0.3 | 52 | -6
O=C(NC1CCCC1)C(c1ccsc1)N(Cc1ccco1)C(=O)Cc1cccs1 (stereo unspecified) | -1 | 2 | -15 | 0 | 11 | -3.4 | 7 | -9
CCOC(=O)CN1NC2(CCCCCC2)NC1=S | -2 | 2 | -4 | 1 | 18 | 2.3 | 43 | -14
O=C(CCn1nc(-c2ccc(Cl)cc2)c2ccccc2c1=O)NCCN1CCOCC1 | -5 | -5 | 1 | -2 | 9 | -1.4 | -6 | -10
O=C(CCCn1ncn2c(cc3occc32)c1=O)NCc1cccc(Cl)c1 | 2 | -11 | -15 | 0 | 4 | 0.8 | -13 | 11
COc1ccc2c(c1)C(=O)C(=O)N2CCS(=O)(=O)c1ccccc1 | 18 | -2 | 5 | -4 | 15 | -0.8 | 19 | -6
Cc1ccc(NC(=O)N2CCCn3c(SCC(=O)c4ccccc4)nnc32)cc1 | -3 | 5 | 8 | -2 | 13 | 1.6 | -1 | -2
COc1cccc(C2Oc3ccccc3C3CC(c4cccs4)=NN32)c1 (stereo unspecified) | -1 | 3 | 17 | -1 | -19 | -6.8 | -6 | 3
COC(=O)c1ccc(COC(=O)CNC(=O)c2ccc(OC)cc2)cc1 | 1 | -6 | -6 | -1 | -71 | -0.5 | -6 | -3

Reprinted from the part before: three entries, followed by the next part.
SMILES | HKDC1 inhibitor | SENP7 inh | SENP6 inh | NR3A LBD binder | SENP8 block | MPTP block | PfGluPho inh | ATG4B inh
Cc1ccc(NC(=O)N2CCCn3c(SCC(=O)c4ccccc4)nnc32)cc1 | -3 | 5 | 8 | -2 | 13 | 1.6 | -1 | -2
COc1cccc(C2Oc3ccccc3C3CC(c4cccs4)=NN32)c1 (stereo unspecified) | -1 | 3 | 17 | -1 | -19 | -6.8 | -6 | 3
COC(=O)c1ccc(COC(=O)CNC(=O)c2ccc(OC)cc2)cc1 | 1 | -6 | -6 | -1 | -71 | -0.5 | -6 | -3
O=C(CSc1c2c(nc3ccccc13)CCC2)N1CCCC1 | -11 | -1 | 0 | -2 | 4 | 1.3 | 19 | 0
C[n+]1c(/C=C/c2ccc3c(c2)OCO3)ccc2ccccc21 | 0 | 4 | 0 | 1 | -28 | -2.1 | -3 | 4
CCc1nccn1CCC(=O)N1CCCC(N2CCN(c3cccc(Cl)c3)CC2)C1 (stereo unspecified) | -4 | 5 | 8 | 0 | 13 | -0.6 | -1 | -4
CCCCc1ccc(NC(=O)N[C@@H](C)C(=O)O)cc1 | 2 | 29 | -27 | -2 | 10 | 0.6 | -29 | -2
Cc1ccccc1NC(=O)c1ccc(OCC(=O)Nc2ccccc2F)cc1 | -14 | -9 | -13 | -34 | 8 | -1.2 | 13 | 3
COc1ccc(C(C(=O)Nc2ccc(C(C)C)cc2)N(C)C(=O)CNC(C)=O)cc1 (stereo unspecified) | -1 | -10 | -15 | -1 | 21 | -2.3 | 3 | -18
COc1cccc(/C=N/n2c(-c3cccs3)n[nH]c2=S)c1 | -1 | 11 | -15 | -1 | -5 | 1.9 | 19 | -7
O=C(NCCN1CCOCC1)c1cn(CCc2ccccc2)nn1 | -2 | 4 | 15 | 3 | 13 | -0.2 | -8 | -2
COc1ccccc1NC(=O)c1ccc(NC(=O)c2cc3c(s2)CCC3)cc1 | -6 | 0 | 3 | 30* | -25 | 2.5 | 22 | 8
O=C(Nc1cc(S(=O)(=O)Nc2ccccc2Cl)ccc1O)c1sc2cc(Cl)ccc2c1Cl | -13 | 11 | 6 | 150* | -86 | 94* | 4 | -8
COc1ccccc1NC(=O)CN1CCN(CC(=O)Nc2ccccc2F)CC1 | -2 | · | · | 0 | 30 | 1.0 | 8 | -4
O=C(CNS(=O)(=O)Cc1ccccc1)NCc1ccccc1 | -3 | 7 | -1 | -1 | 13 | -3.3 | -8 | 3
CC1CCN(S(=O)(=O)c2ccc3c(c2)N(CC(=O)NCCCOC(C)C)C(=O)CS3)CC1 | -1 | 1 | 3 | 1 | 4 | -1.3 | 9 | -3
CC(C)N(CC#CCC(O)(c1ccccc1)c1ccccc1)CCO | -9 | 3 | -11 | -1 | 24 | -0.8 | -1 | 3
COc1ccccc1N1C(=O)C2C3CC(c4ccccc4)C(C3)C2C1=O (stereo unspecified) | -7 | 4 | -2 | -3 | 12 | 1.8 | 1 | -13
CCCC(=O)Nc1ccc(NC(=O)Cc2ccccc2)cn1 | -3 | -1 | 1 | -1 | 12 | -1.3 | 2 | -10
CC(C)NC(=O)NC(=O)COC(=O)c1ccccc1Oc1ccccc1 | 1 | 14 | 2 | 2 | 9 | -1.6 | -2 | -14
Cc1cc(NC(=O)c2ccc(F)cc2)n(CCOC(=O)c2ccc(F)cc2)n1 | -11 | 7 | -3 | 0 | 3 | -0.9 | 1 | 4
COCc1cc(C)nc(SCC(=O)Nc2ccc(N3CCOCC3)cc2)c1C#N | -3 | -2 | -4 | -1 | 12 | -1.2 | -1 | 0
Nc1cc(C(=O)N/N=C/c2cccc([N+](=O)[O-])c2)n[nH]c1=O | 6 | 2 | -10 | -4 | 7 | 0.1 | 13 | 1
Cc1cc(NC(=O)c2ccc(Cl)cc2Cl)n(-c2ccccc2)n1 | -7 | 1 | -5 | -1 | 12 | 1.1 | -3 | -3
COc1ccc(S(=O)(=O)NCC(=O)N(CC(=O)NCC2CCCO2)Cc2ccccc2)cc1 (stereo unspecified) | -4 | 7 | 1 | 0 | 1 | 0.3 | 8 | -2
Cc1cc(OC(=O)c2c(C)cc(O)cc2O)cc(O)c1C(=O)O | -3 | 0 | 41 | 0 | 23 | -1.5 | 18 | -22
COC(=O)C1=C(C)N(Cc2ccccc2)C(=O)N[C@H]1c1ccccc1 | -1 | -11 | -5 | 2 | 19 | 0.6 | -22 | -3
COc1ccc(OCc2cc(C(=O)NCC3(C)COC3)no2)c(Cl)c1 | 1 | 12 | -9 | 0 | -2 | -0.2 | -7 | -1
CCOC(=O)c1cnc2nc[nH]n2c1=O | -5 | -7 | 12 | 2 | 3 | -0.6 | 9 | -14
